High-throughput results (PubChem)
STEP block: STEP phosphatase inhibitors, primary screen, biochemical, fluorescence intensity, uHTS. Tyrosine-protein phosphatase non-receptor type 5 (Homo sapiens), P54829. recombinant STEP, OMFP fluorogenic substrate. inhibition, % at 20 µM. actives 0.25% (n = 360,000). AID 588621, 2011;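 active = inhibition at 20 µM, scaled per plate between control wells, above about 37%, limit read from the data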;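 also: 0% = DMSO with enzyme and substrate and 100% = substrate only without enzyme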
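Test system: STEP tyrosine phosphatase / Reagent: OMFP at 25 µM / Doses: 20 µM, 1% DMSO / Read-out: percent inhibition scaled to no-enzyme and uninhibited-enzyme controls, plate-pattern corrected / Detection: FITC-channel fluorescence of OMFP product / Medium: Bis-Tris buffer pH 6.0, 2.5 mM DTT, 0.005% Tween 20 / Schedule: 20 min at room temperature, dark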
SUMO1 PPI mod: modulators of SUMO1 protein-protein interactions, primary screen, biochemical, uHTS; actives 0.33% (n = 360,000); inhibition, % at 20 µM; SUMO1 binding to a labelled peptide, TR-FRET, 1 h; Small ubiquitin-related modifier 1 (Homo sapiens), P63165; in the data active = inhibition above about 37%
Target sequence (P63165 whole entry, looked up): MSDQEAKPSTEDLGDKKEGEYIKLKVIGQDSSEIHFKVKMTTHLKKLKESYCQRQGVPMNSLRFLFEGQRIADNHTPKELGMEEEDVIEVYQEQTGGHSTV
NRP1-CendR mod: modulators of CendR peptide binding to NRP-1, primary screen, biochemical, fluorescence polarization, uHTS; Neuropilin-1 (Homo sapiens), O14786; actives 0.85% (n = 360,000); inhibition, % at 25 µM; FAM-RPARPAR peptide binding to NRP-1;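 active = inhibition or corrected inhibition above about 18%, plus a signal ratio from 0.5 to 1.5, limit read from the data, passing the limit was not always enough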; also: strong numbers were not always called active
Tb MetRS inh: T. brucei MetRS inhibitors, primary screen, biochemical, luminescence; methionyl-tRNA synthetase (Trypanosoma brucei brucei); inhibition, % at 11.9 µM; actives 0.4% (n = 360,000); purified T. brucei MetRS, ATP depletion, Kinase-Glo luminescence;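 active = inhibition above a per-plate cutoff of the control wells' mean inhibition plus 3 SD, cut at about 5.5% in these data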;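 also: 0% = DMSO wells median and 100% = median of wells with control inhibitor compound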
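Assay system: T. brucei methionyl-tRNA synthetase, purified | Medium: HEPES buffer with MgCl2, KCl, DTT, spermine, BSA, pyrophosphatase | Compound: 11.9 µM single point | Incubation: 15 min enzyme-compound preincubation, 2 h reaction, 10 min detection, 25 °C | Measured by: Kinase-Glo luciferase luminescence reporting remaining unconsumed ATP | Measure: % inhibition normalized to control-well medians | Replication: Singlicate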
Scp1 inh: Scp-1 phosphatase inhibitors, primary screen, biochemical, colorimetric, uHTS; inhibition, % at 20 µM; Carboxy-terminal domain RNA polymerase II polypeptide A small phosphatase 1 (Homo …; Recombinant Scp1, phosphopeptide, malachite green phosphate absorbance; actives 0.88% (n = 340,000);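 active = inhibition above about 50% at 20 µM, limit read from the data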;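 also: plate controls were DMSO wells with enzyme for no effect and wells lacking enzyme for full effect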
Target sequence (Q9GZU7 76-261 limits assumed): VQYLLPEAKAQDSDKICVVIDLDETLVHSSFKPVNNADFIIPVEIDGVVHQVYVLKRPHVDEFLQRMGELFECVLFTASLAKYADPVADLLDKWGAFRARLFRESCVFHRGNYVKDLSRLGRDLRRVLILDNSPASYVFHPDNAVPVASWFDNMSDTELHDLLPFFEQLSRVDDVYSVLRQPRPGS
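Test system: SCP-1 phosphatase catalytic domain, residues 76-261 | Compound dosing: One concentration, 20 µM, with 1.0% DMSO | Schedule: 45 min room-temperature reaction, 5 min colour, 30 min stabiliser | Detection: Absorbance at 630 nm | Read-out basis: % inhibition of SCP-1 phosphate liberation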
DNMT1 inh: human DNMT1 methyltransferase inhibitors, primary screen, biochemical, molecular beacon, fluorescence, HinP1I cleavage, uHTS; inhibition (reported as % activation of signal), % at 10 µM; actives 0.83% (n = 360,000); in the data active = inhibition above about 50%
MsrA inh: bovine MsrA enzyme inhibitors, primary screen, biochemical, absorbance, HTS; inhibition, % at 15.5 µM; actives 0.75% (n = 360,000); purified bovine MsrA, absorbance read-out; Methionine sulfoxide reductase A (Bos taurus); AID 651718, 2012; in the data active = inhibition above about 4.5%;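 also: 0% = vehicle wells with enzyme and 100% = reference inhibitor wells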
LMPTP block: LMPTP phosphatase inhibitors, primary screen, biochemical, fluorescence intensity, uHTS; inhibition, % at 20 µM; recombinant LMPTP-A, OMFP fluorogenic substrate; Low molecular weight phosphotyrosine protein phosphatase (Homo sapiens), P24666; actives 0.22% (n = 360,000); AID 651560, 2012;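 active = compounds that cut the enzyme signal by at least half of the control window in the single-dose screen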;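 also: plate controls were DMSO wells with enzyme plus substrate for no effect and substrate without enzyme for full effect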
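Buffer or medium: Bis-Tris pH 6.0, DTT, detergent; Assay system: LMPTP-A enzyme; Quantity: 0.625 nM enzyme; Detection: endpoint fluorescence intensity; Times: 50 min dark incubation at room temperature; Controls: substrate-only low control, DMSO enzyme-plus-substrate high control; Doses: single 20 µM dose; Read-out: percent inhibition versus substrate-only and uninhibited controls; Reagent: 400 µM OMFP.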
bovine MsrA act: bovine MsrA enzyme activators, primary screen, biochemical, absorbance, HTS; activation, % at 10.6 µM; Methionine sulfoxide reductase A (Bos taurus); actives 0.3% (n = 360,000); AID 602163, 2012; purified bovine MsrA, absorbance read-out; in the data active = activation above about 7.5%;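 also: 0% = vehicle and 100% = reference activator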
eLon inh: inhibitors of E. coli Lon protease, primary screen, biochemical, fluorescence polarization; actives 0.42% (n = 360,000); purified E. coli Lon protease; P0A9M0; inhibition, % at 7.94 µM; AID 602123, 2011; in the data active = inhibition above about 13%, passing the limit was not always enough;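 also: 0% = enzyme with probe and DMSO and 100% = no enzyme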
Target sequence (P0A9M0 whole entry, looked up): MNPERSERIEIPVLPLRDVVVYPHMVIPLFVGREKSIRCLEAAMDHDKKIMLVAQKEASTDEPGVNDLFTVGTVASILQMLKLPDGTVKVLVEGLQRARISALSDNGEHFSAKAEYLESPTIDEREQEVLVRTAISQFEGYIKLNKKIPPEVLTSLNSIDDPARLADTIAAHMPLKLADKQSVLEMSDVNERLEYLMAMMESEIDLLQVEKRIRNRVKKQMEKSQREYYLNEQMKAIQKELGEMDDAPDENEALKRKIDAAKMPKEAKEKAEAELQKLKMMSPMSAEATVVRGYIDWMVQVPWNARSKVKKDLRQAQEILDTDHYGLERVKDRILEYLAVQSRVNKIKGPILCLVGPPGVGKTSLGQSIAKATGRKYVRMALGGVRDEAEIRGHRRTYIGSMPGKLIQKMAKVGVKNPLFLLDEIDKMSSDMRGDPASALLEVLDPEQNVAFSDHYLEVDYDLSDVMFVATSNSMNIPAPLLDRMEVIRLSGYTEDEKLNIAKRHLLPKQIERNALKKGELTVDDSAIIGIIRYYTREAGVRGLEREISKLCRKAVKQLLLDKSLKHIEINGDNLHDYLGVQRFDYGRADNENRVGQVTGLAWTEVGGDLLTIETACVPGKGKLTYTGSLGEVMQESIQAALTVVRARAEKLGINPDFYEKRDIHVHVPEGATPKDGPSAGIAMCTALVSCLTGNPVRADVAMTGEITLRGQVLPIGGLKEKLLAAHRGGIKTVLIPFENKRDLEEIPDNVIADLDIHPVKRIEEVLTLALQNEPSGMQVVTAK
* hit, by the source's call; x = no result given; + = active, no number; & = joins results of further samples. Some of the compounds tested; the hit share may differ from the screen's.

SMILES	STEP block	SUMO1 PPI mod	NRP1-CendR mod	Tb MetRS inh	Scp1 inh	DNMT1 inh	MsrA inh	LMPTP block	bovine MsrA act	eLon inh
Cc1ccc(C(=O)n2cc(CCN3CCS(=O)(=O)CC3)c3ccccc32)cc1	0	-2	-4	-0.7	-6	-4	-0.7	-0.5	-9	-1
O=C(NC(=S)N1C[C@H]2C[C@H](C1)c1cccc(=O)n1C2)c1ccc(Cl)cc1Cl	1	-3	-8	0.7	1	-1	1.1	-1.7	-7	-3
COc1cccc2c1C(=O)c1c(O)c3c(c(O)c1C2=O)CC(O)(C(C)=NO)CC3OC1CC(N)C(O)C(C)O1 (centres undefined)	-37	-76	145	-0.2	-8	-175	0.4	7.6	1	+
CC1[C@H]2Cc3ccc(O)cc3[C@]1(C)CCN2C (some centres undefined)	1	1	8	0.7	-13	1	-1.6	-0.4	0	-16
CN1CC(C(=O)c2ccc(F)cc2)C(c2c(F)cccc2Cl)C1 (centres undefined)	-3	3	-19	-0.6	-5	0	-0.6	-1.4	-1	-2
Cc1cccnc1-n1c(-c2ccccc2)nc2ccccc2c1=O	0	3	-2	0.3	-6	0	0.1	0.6	-2	0
CCN1CCN(c2ccc([N+](=O)[O-])cc2C(=O)OC)CC1	3	-19	2	-1.0	6	5	3.3	4.3	-12	4
CN(C)C(=O)Oc1cc(OC(=O)N(C)C)cc(C(O)CNC(C)(C)C)c1 (centres undefined)	0&0	0&4	0&-3	0.0&-0.5	-4&-9	5&0	-1.0&-0.6	-1.9&-1.9	-2&-2	-2&-1
CNC(=O)OCc1n(C)cc[n+]1C	-3	4	6	-0.9	55*	1	1.6	-3.6	-4	-5
Cc1nc2ccccc2c(=O)n1-c1ccc(Cl)c(Cl)c1	2	5	2	-0.3	-3	2	-0.7	-0.2	-4	4
COc1ccccc1N1CCN(CCc2ccccc2)CC1	2	3	7	0.0	-5	1	-1.0	-1.6	-2	3
CN(C)C(=O)NC(O)C(Cl)(Cl)Cl (centres undefined)	2	2	-1	0.1	0	8	2.7	-0.5	-2	0
CN1CCN(c2ccc([N+](=O)[O-])c(SCCO)c2)CC1	2	-21	2	-0.1	-8	-1	1.7	-0.3	-2	-5
COC(=O)C1=C(c2ccc3ccccc3c2)C[C@@H]2CC[C@H]1N2C(=O)NCc1ccc(C(F)(F)F)cc1	1	2	-4	-0.5	-9	-19	0.4	6.5	-5	10
CN1C(=O)N(C)C(=O)C2(Cc3cc(NC(=O)c4ccccc4Cl)ccc3N3CCCC32)C1=O (centres undefined)	0	6	-27	-0.6	-5	-15	-0.3	3.5	-4	-14
CCC(COC(=O)NC)NC(=O)Oc1ccccc1 (centres undefined)	-3	-2	5	-1.1	-2	1	-0.6	-3.4	-4	1
COc1ccc(C(=O)C2CN(C)CC2C(=O)c2ccc(OC)cc2)cc1 (centres undefined)	0	-1	-4	-0.3	8	-2	-0.6	-0.1	-6	-7
CN(C)CCN(CC1CCCN(Cc2ccccc2F)C1)C(=O)Cc1c(F)cccc1F (centres undefined)	-1	-1	0	-0.3	-8	-2	-0.3	-0.1	0	0
O=C1C2CCN(CC2)C1Cc1ccc(OCCOc2ccccc2)cc1 (centres undefined)	19	0	28*	-0.2	8	0	0.2	-1.1	-1	0
CN1CC(Br)C(=O)NC1=O (centres undefined)	4	4	5	-0.2	-12	5	-0.4	-1.0	-1	3
CCCC[N+]1(C)C2CC(OC(=O)C(CO)c3ccccc3)CC1C1OC12 (centres undefined)	-4	-1	0	-1.0	-6	1	0.8	-1.4	-4	-1
CC(C)(C)c1o[nH]c(=O)c1CC(N)C(=O)O (centres undefined)	-1	2	2	-0.7	-1	-3	-0.4	-1.7	-6	-5
O=C(Nc1ccccc1)c1cccn(Cc2ccccc2)c1=O	4	-4	-5	-0.1	-4	2	3.4	0.1	-5	5
COc1ccc(CN2CCCC(C(=O)c3ccccc3SC)C2)cc1O (centres undefined)	2	-5	-4	0.1	-6	8	-1.2	-1.3	-5	0
COc1cc2c(c(OC)c1O)-c1ccc(OC)c(=O)cc1C(NC(=O)C(F)(F)F)CC2 (centres undefined)	-2	-26	9	-0.4	1	3	3.8	0.3	-11	-10

Fetched one by one from the entries so far:
SMILES	STEP block	SUMO1 PPI mod	NRP1-CendR mod	Tb MetRS inh	Scp1 inh	DNMT1 inh	MsrA inh	LMPTP block	bovine MsrA act	eLon inh
COc1cccc2c1C(=O)c1c(O)c3c(c(O)c1C2=O)CC(O)(C(C)=NO)CC3OC1CC(N)C(O)C(C)O1 (centres undefined)	-37	-76	145	-0.2	-8	-175	0.4	7.6	1	+
O=C(Nc1ccccc1)c1cccn(Cc2ccccc2)c1=O	4	-4	-5	-0.1	-4	2	3.4	0.1	-5	5
COc1ccc(CN2CCCC(C(=O)c3ccccc3SC)C2)cc1O (centres undefined)	2	-5	-4	0.1	-6	8	-1.2	-1.3	-5	0
Cc1cccnc1-n1c(-c2ccccc2)nc2ccccc2c1=O	0	3	-2	0.3	-6	0	0.1	0.6	-2	0

More structures
SMILES	STEP block	SUMO1 PPI mod	NRP1-CendR mod	Tb MetRS inh	Scp1 inh	DNMT1 inh	MsrA inh	LMPTP block	bovine MsrA act	eLon inh
CCCCCC[N+](=O)[O-]	2	5	0	-0.5	-3	-1	1.3	-1.2	-1	7
COc1ccc(CCn2c(O)c(C=NCCCN(C)C)c(=O)[nH]c2=O)cc1OC	4	-1	-2	-0.1	-11	2	-0.7	-5.2	0	3
COC(=O)C1=C(c2ccccc2OCc2ccccc2)C[C@@H]2CC[C@H]1N2C(=O)NCc1ccc([N+](=O)[O-])cc1	2	-6	8	-0.5	-2	-1	-0.3	3.9	-5	5
Cc1ccc2c(c1)C1CN(C)CCC1N2C(=O)c1cccnc1Cl (centres undefined)	0	-3	8	-0.2	-9	-2	-0.4	-1.5	-2	-7
COCCN1Cc2cc(=O)n3c([nH]c4ccccc43)c2C1=N	2	4	-18	0.1	-1	4	2.0	6.4	0	-5
COC(=O)C1=C(c2ccc(-c3ccccc3)c(F)c2)C[C@@H]2CC[C@H]1N2C(=O)NCc1ccc(F)cc1	1	2	5	-0.5	-14	-12	1.8	6.5	-6	6
O=C(O)C(Cc1cnc[nH]1)NS(=O)(=O)c1ccc(Br)cc1 (centres undefined)	-2	-5	-2	-0.8	4	-1	-0.7	-0.8	-5	6
N#Cc1ccc(NC(=O)CN2C(=O)NC3(CCCCCCC3)C2=O)cc1Cl	-3	3	4	0.1	-7	-11	-0.2	-0.5	-2	0
CC(=O)N1CCN(Cc2ccc(Cl)nc2)CC1	-2	4	-3	0.8	-10	1	-0.3	-0.3	-1	-5
COc1ccc(-n2c(=O)[nH]c3ccccc3c2=O)c(OC)c1	0	-8	-9	0.1	-2	0	0.3	-1.2	0	0
CC1CC2(O)c3nonc3CCC2N1O (centres undefined)	-11	3	-15	-1.3	-5	-2	0.1	-0.4	-5	-11
CC(C)N1C(=O)CC2(CC[N+](C)(CCOC(=O)C(O)(c3ccccc3)c3ccccc3)CC2)C1=O (centres undefined)	-2	1	6	-0.7	70*	2	-1.2	-0.6	-3	-8
C#CCN(C)C(C)Cc1ccccc1 (centres undefined)	0	0	-5	-0.3	4	18	-1.0	-0.2	-2	1
NCCc1c[nH]c2ccc(O)cc12	-2	6	10	-0.8	-11	1	2.2	-1.9	-1	-1
CN1CC[C@]23c4c5ccc(OC6OC(C(=O)O)[C@@H](O)C(O)[C@H]6O)c4OC2C(O)C=CC3[C@H]1C5 (some centres undefined)	1	0	-14	-1.9	-1	4	-0.2	0.7	-16	-9
CC1CN=C(NCc2ccccc2)S1 (centres undefined)	-2	3	2	-0.2	-1	-2	-0.7	-1.2	-3	-4
COc1ccc(CC2NCC(O)C2OC(C)=O)cc1 (centres undefined)	-1	-2	0	0.5	-4	1	0.1	-0.4	-3	2
CC(C)n1cc(C(=O)N(CC(=O)NC(C)(C)C)Cc2ccccc2)cn1	-1	-2	-7	-1.3	-2	3	0.7	-1.8	-1	3
C=CCn1c(O)c(/C=C/C=Nc2ccccc2)c(=O)[nH]c1=O	-2	-21	17	-0.8	-6	-2	5.7*	1.4	0	-270
c1coc(CNCCc2c[nH]c3ccccc23)c1	1	-2	-3	0.0	-9	-1	0.1	1.7	-2	-11
CC(=O)OC[C@]12CCC(C)=C[C@H]1O[C@@H]1[C@H](O)[C@@H](OC(C)=O)[C@@]2(C)[C@]12CO2	-1	2	9	-0.5	12	0	-1.3	-0.7	-1	-17
C=CCCC[C@@H]1OC(=O)CNC(=O)C([C@@H](C)CC)NC(=O)[C@@H]2CCCN2C(=O)C([C@@H](C)CC)OC(=O)[C@H](Cc2ccccc2)N(C)C(=O)[C@H](C(C)C)NC(=O)C1(C)C (some centres undefined)	-2	-2	13	-1.1	x	-16	0.4	0.1	-6	3
COC(=O)C1=C(c2cc3ccccc3o2)C[C@@H]2CC[C@H]1N2C(=O)NCc1cccc2ccccc12	4	6	6	-0.2	-11	-3	0.7	4.4	-3	-8
c1ccc(CCCN2CCN(CCOC(c3ccccc3)c3ccccc3)CC2)cc1	-1	6	3	-0.8	-3	-3	0.0	-0.3	-1	1
CCCCCCn1c(N)c(C(=O)NCCN2CCOCC2)c2nc3ccccc3nc21	-1	-8	-2	-0.1	6	-23	0.1	-1.3	2	-12
CCN(C(=O)CN1CC=C(c2ccccc2)CC1)c1c(N)n(Cc2ccccc2)c(=O)[nH]c1=O	-1	-9	-8	-1.0	7	-1	-0.5	-1.3	-11	-3
COc1ccc(-n2nnnc2C(c2ccnc3ccccc23)N2CCC3(CC2)C(=O)NCN3c2ccccc2)cc1 (centres undefined)	2	3	5	-0.3	x	-8	-0.2	2.7	1	-5
CCOC(=O)[C@]12Cc3cc(OC)ccc3[C@H]1N(CC(=O)OC)C(=O)c1ccccc12	x	2	-18	0.1	x	x	0.6	-1.8	-5	0
